T cell HTS = modulates CD8 T cell binding to vesicles. 330,000 compounds, 0.068% hits. AID 2052. calls only at 7 µM. 2C CD8+ T cell-vesicle binding, flow cytometry; hits give low values;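 active = response, share of CD8 T cells binding vesicles, and their 90th percentile fluorescence all below set limits, cut at about 80% in these data, passing the limit was not always enough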
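Incubation: binding step 1.5 h, 37 °C, antibody labelling 20 min, ice; system: murine 2C transgenic CD8+ T lymphocytes; technique: cytometric PE anti-B7-1 and Alexa647 anti-CD8 signals after 1% paraformaldehyde fixation; also added: QL9-charged Drosophila Ld/ICAM-1/B7-1 vesicles; control set: naked versus QL9-loaded vesicles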
Lipid droplet = hepatic lipid droplet formation modulation. AID 1656. 240,000 compounds, 0.4% hits. AML12 mouse hepatocytes, oleate lipid droplets, BODIPY imaging. inhibition, % at 6.5 µM;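 active = lipid droplet intensity inhibited by at least 50%, with more than 500 cells counted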
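System: AML12 hepatocytes (mouse). Probe or stimulus: oleic acid at 100 µM to induce lipid droplet formation. Times: overnight treatment with compound plus oleate. Detection: Image-based BODIPY and DAPI two-channel analysis. Evaluation: percent inhibition of filter-corrected integrated lipid droplet intensity per well.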
Autophagy HCS = autophagy modulation, high-content screen | 190,000 compounds, 0.98% hits | MEF GFP-LC3 puncta imaging; test concentration mostly 10 µM | AID 463193 | calls only at 10 µM (by protocol);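 active = percentage of spot-positive cells more than 3 SD above its plate mean, without a fluorescence outlier flag or 80% toxicity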;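 also: spot-positive cell cutoff set from DMSO-treated cells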
bCat nuc transl = modulators of beta-catenin nuclear translocation | 190,000 compounds, 0.3% hits | AID 1665 | nuclear translocation activity, % at 5 µM | HeLa beta-catenin nuclear translocation, immunofluorescence imaging;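 active = nuclear translocation activity above 50% at 5 µM, with a well cell count of 50 or more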;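 also: per-cell ratio of nuclear to cytoplasmic median beta-catenin stain intensity; plate controls were DMSO negative control for no effect and GSK-3 inhibitor IX positive control for full effect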
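Test system: human HeLa cell line; Doses: 5 µM primary, 0.02–20 µM confirmation; Incubation: 24 h compound exposure, 37°C; Detection: beta-catenin immunofluorescence imaging with DAPI; Read-out: beta-catenin nuclear/cytoplasmic ratio, % activation.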
Salmonella PhoP GFP = PhoP-dependent GFP reporter repression – Salmonella Typhimurium, primary screen (AID 1863); S. Typhimurium PhoP-regulated promoter GFP reporter, 4 h; higher % means a stronger effect; 300,000 compounds, 0.16% hits; inhibition, % at 50 µM; hits with a dose series show IC50 in µM;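 active = inhibition over 29.93%, a cutoff 3 SD above the screen mean, later confirmed by dose response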;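 also: 0% = low Mg2+ inducing control and 100% = high Mg2+ repressing control; strong numbers were not always called active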
ER stress rescue = protection against thapsigargin-triggered cell killing – 384-well, CSM14.1, ATP luminescence, primary screen (AID 1222). CSM14.1 thapsigargin-induced death rescue, ATP luminescence; higher % means a stronger effect. cellular ATP content (survival), % at 20 µM; hits with a dose series show EC50 in µM. 190,000 tested, under 10 active;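 active = EC50 below 50 µM in the dose-response confirmation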;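 also: death triggered by thapsigargin at about 15 µM added after 2 h compound pretreatment; cell ATP read after overnight thapsigargin exposure of roughly 18 to 22 hours; normalized against plate controls of thapsigargin alone and 5% DMSO vehicle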
MT stabilizer = stabilizes microtubules in HeLa cells; HeLa tubulin immunostaining HCS, 24 h; share of cells brighter than vehicle mean+2SD; 200,000 compounds, 0.83% hits; % tubulin-high responders, % at 10 µM; AID 2205;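 active = plate Z-score above 3 for both tubulin-high and condensed-nucleus cell shares, with cell loss under 80%, at 10 µM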;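 also: anti alpha tubulin signal scored within the nucleus-defined area of each cell; some results filed as inactive read as strong as hits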
Ins promoter up = MIN6 insulin promoter up-regulation; MIN6 insulin promoter-GFP reporter, high-content imaging; hits give high values; z-score at 5 µM; 190,000 compounds, 0.3% hits;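 active = z-score above 3 at 5 µM with at least 500 cells counted in the well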
Dynein transport = dynein cargo transport inhibition | 3617.4 mouse cells, GR-EGFP nuclear translocation imaging; test concentration mostly 20 µM; stimulated with dexamethasone, 1 µM; hits give low values | 220,000 compounds, 0.47% hits | z-score, hits read low | AID 1381;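 active = plate z-score of nuclear minus cytoplasmic receptor signal below a set negative limit, without overly bright fluorescence or cell loss, cut at about -3.5 in these data, passing the limit was not always enough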;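 also: z-score of nuclear minus cytoplasmic ring GR-EGFP intensity difference per well; some compounds called inactive have numbers as strong as hits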
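Buffer or medium: tet-free, stripped-serum medium; reagent: dexamethasone at 1.0 µM final, 30 min; incubation: 48 h induction, 1 h compound, 30 min dex at 37 °C; measured by: formaldehyde fixation, Hoechst nuclear stain, 10x automated fluorescence imaging; read-out: nuclear-to-cytoplasmic GR-EGFP distribution per well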
Dynein transport cytoplasmic EGFP = recorded beside Dynein transport, whose call it bears; z-score; measured here: cytoplasmic GR-EGFP intensity; hits give high values
Dynein transport nuclear GR-EGFP = further read-out of Dynein transport, marked with its call; z-score; measured here: nuclear GR-EGFP intensity;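 lower value marks the stronger effect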
Dynein transport cell count = further read-out of Dynein transport, marked with its call; z-score; measured here: cell count per field
Ins promoter up cell count = further read-out of Ins promoter up, marked with its call; cell count; measured here: cytotoxicity, nuclei count;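 total cells summed across four imaged fields per well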
Lipid droplet cells 6.5 µM = also measured in Lipid droplet; calls as there; cell count; measured here: cell count, cytotoxicity flag;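 cells counted across two imaged fields per well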
bCat nuc transl cell count 5 µM = further read-out of bCat nuc transl, marked with its call; cell count; measured here: cell count, cytotoxicity flag
T cell HTS vesicle-bound % = further read-out of T cell HTS, marked with its call; double positive events, %; measured here: CD8+ vesicle-bound cell fraction;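 binding gate set so that unloaded-vesicle control wells show 10% double positive cells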
MT stabilizer Hoechst-high % = recorded beside MT stabilizer, whose call it bears; % Hoechst-high responders; measured here: nuclear condensation Hoechst responders;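 share of cells brighter than vehicle mean plus two SD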
MT stabilizer cytotoxicity % = also measured in MT stabilizer; calls as there; toxicity, %; measured here: cytotoxicity by cell density;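 0% = mean cell density of plate MIN control wells and 100% = no cells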
Autophagy HCS cell loss 18 h = also measured in Autophagy HCS; calls as there; toxicity, %; measured here: cell loss, nuclei count;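 cell loss after 18 h compound exposure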
Active calls of the source: *; i = inactive; / = not tested or not shown.

SMILES	T cell HTS	T cell HTS vesicle-bound %	Lipid droplet	Lipid droplet cells 6.5 µM	Autophagy HCS	Autophagy HCS cell loss 18 h	bCat nuc transl	bCat nuc transl cell count 5 µM	Salmonella PhoP GFP	ER stress rescue	MT stabilizer	MT stabilizer Hoechst-high %	MT stabilizer cytotoxicity %	Ins promoter up	Ins promoter up cell count	Dynein transport	Dynein transport cytoplasmic EGFP	Dynein transport nuclear GR-EGFP	Dynein transport cell count
CCOC(=O)c1sc(NS(=O)(=O)c2ccc(NC(C)=O)cc2)nc1C	i	30	-3	668	i	-8	-0.8	974	12%	/	3.3	2.2	1.4	1.6	1259	-0.18	-0.22	-0.35	1
CC(CN(C)Cc1ccccc1)OC(=O)c1ccc(F)cc1 (stereo unspecified)	i	40	-1	668	i	3	-0.8	1169	-6%	-3.3%	2.8	1.8	5.2	-0.57	1497	-0.48	-0.3	-0.52	0.68
Cc1cc(C)c(C(=O)COc2cccnc2[N+](=O)[O-])cc1C	i	29	-14	769	i	1	0.9	1124	20%	-2.4%	1.3	1.2	9.2	1.4	867	-2	0.2	-0.78	0.53
Cc1nnc(N(Cc2ccco2)C(=O)c2ccno2)s1	i	37	/	/	i	-17	-5.5	1000	11%	2.0%	1.8	1.6	5.6	-0.57	1325	-0.47	-0.22	-0.24	0.29
Cc1ccc(NC(=O)c2noc3c2CCC3)cc1C	/	/	5	739	i	2	-1.9	1098	3%	3.1%	1.5	1.7	4.3	0.25	1301	0.99	-0.25	1.5	-1.2
Cc1c(O)c(=O)c2ccccc2n1C	i	44	8	708	i	-62	/	/	4%	-3.6%	4.6	2.5	5.5	0.19	1092	0.62	-0.29	0.6	0.38
Cc1c(C(=O)c2ccc(Cl)c(Cl)c2)cnc2cc3c(cc12)OCO3	i	39	-7	710	i	1	0.1	1138	2%	2.0%	4.8	3.0	5.5	/	/	0.41	-0.23	0.11	0.15
CCOC(=O)CN1C(=O)C(=O)c2cc(C)ccc21	i	31	/	/	i	6	-0.7	1439	-1%	-0.9%	2.1	1.6	5.9	0.14	1676	0.16	-0.18	-0.55	-0.45
CCC(C)(C)n1nnnc1C(c1ccc2ncccc2c1)N1CCN(c2ccc(O)cc2)CC1 (stereo unspecified)	i	38	-1	717	/	/	-0.3	1333	-3%	/	/	/	/	-0.91	1095	0.56	-0.22	0.84	-1.7
CN(Cc1cccs1)C(=O)CSc1nnnn1C	i	62	17	765	i	12	/	/	4%	-1.2%	2.1	2.1	6.9	/	/	0.25	-0.21	-0.044	1.2
Cc1onc(-c2c(Cl)cccc2Cl)c1C(=O)O/N=C(\C#N)c1c(Cl)cccc1Cl	i	26	0	707	/	/	-2.9	1239	-10%	/	/	/	/	0.19	1420	-2.4	-0.17	-1.1	1.2
CCO[C@@H]1OC(C(=O)NC2CC2)=C[C@H](c2ccc(C(F)(F)F)cc2)[C@H]1CCCO	/	/	5	696	i	29	-0.5	1112	-4%	1.4%	0.9	0.8	2.0	0.33	1482	-0.69	-0.24	-0.079	0.17
O=C(NC(=S)N1CCCc2ccccc21)c1ccc([N+](=O)[O-])cc1	i	52	0	634	i	-33	-0.1	1020	17%	-2.7%	3.0	1.7	8.5	0.21	1356	1.9	-0.18	0.64	-1.7
Nc1nnc(-c2ccccc2Cl)s1	i	25	/	/	i	-5	-6.7	999	28%	0.1%	2.4	1.0	3.8	-1	1524	0.74	-0.17	0.55	0.17
CCOc1cc2c(C#N)c(N3CCOCC3)nc(N)c2c(N)n1	i	52	/	/	/	/	-0.5	1128	-9%	0.7%	/	/	/	-1.6	1008	/	/	/	/
O=C(Nc1ccc2oc(-c3cccnc3)nc2c1)c1cccnc1	i	54	/	/	i	8	-6.2	949	-7%	-0.3%	4.2	1.5	6.6	-0.2	1310	0.2	-0.068	0.48	-1.1
CSc1nc(N)c2c(n1)OC(N)=C(C#N)C2c1cccnc1 (stereo unspecified)	i	60	5	643	i	4	-3.6	1076	-12%	0.0%	3.5	2.9	12	0.44	1688	0.56	-0.15	0.37	-0.036
O=C(C1=NN[C@@H]2C(=O)N(c3ccccc3C(F)(F)F)C(=O)[C@H]12)C(c1ccccc1)c1ccccc1	i	16	-8	673	i	2	-0.7	1088	-8%	3.4%	3.2	2.2	9.3	0.84	1528	-0.94	-0.21	-0.45	-0.031
Cc1ccc(/C=C/C(=O)c2ccccc(=O)c2O)c(C)c1	i	32	12	740	i	14	-1.7	510	8%	0.6%	4.4	2.2	6.9	0.52	1384	-1.2	-0.2	0.059	0.16
Cc1cc(C)nc(NC(=O)c2c(-c3ccccc3Cl)noc2C)n1	i	54	1	678	i	-4	-0.9	1056	7%	/	1.6	0.3	48	-0.22	1225	-0.46	-0.24	0.099	0.17
CS(=O)(=O)N(CC(=O)N1CCC(C(N)=O)CC1)c1ccc(Cl)c(C(F)(F)F)c1	i	49	13	767	i	-5	/	/	-1%	-0.2%	1.1	1.5	8.0	/	/	-0.025	-0.065	-0.2	0.39
CC(=O)c1ccc(N2CCN(C(=O)c3cc4c(-c5ccccc5F)nn(C)c4s3)CC2)cc1	i	20	/	/	i	-2	/	/	-6%	1.0%	8.2	2.7	5.8	-1.2	920	-0.56	-0.24	-0.21	0.32
Cc1c(O)ccc(C(=O)CN2CCN(Cc3ccc4c(c3)OCO4)CC2)c1O	i	34	-6	594	i	10	1.3	876	-13%	-1.5%	2.1	3.0	7.0	-0.62	1150	-0.57	-0.3	-0.66	0.82
CCOC(=O)c1ccc(CC2S/C(=C(\C#N)C(C)=O)NC2=O)cc1 (stereo unspecified)	i	26	-3	693	i	8	2.4	1116	-13%	-5.4%	1.2	1.3	5.8	-0.74	1024	-0.48	0.33	0.098	0.23
O=C(COc1cccc(-n2cnnn2)c1)Nc1ccccc1	i	39	-3	727	i	-2	-1.2	971	-6%	0.9%	3.2	1.6	5.1	0.41	1156	0.27	-0.24	0.28	-0.49

Next compounds follow.
SMILES	T cell HTS	T cell HTS vesicle-bound %	Lipid droplet	Lipid droplet cells 6.5 µM	Autophagy HCS	Autophagy HCS cell loss 18 h	bCat nuc transl	bCat nuc transl cell count 5 µM	Salmonella PhoP GFP	ER stress rescue	MT stabilizer	MT stabilizer Hoechst-high %	MT stabilizer cytotoxicity %	Ins promoter up	Ins promoter up cell count	Dynein transport	Dynein transport cytoplasmic EGFP	Dynein transport nuclear GR-EGFP	Dynein transport cell count
O=C(Nc1ccc2c(c1)OCO2)C1CCN(S(=O)(=O)c2ccc3c(c2)OCCO3)CC1	i	12	/	/	i	13	-0.9	985	11%	2.0%	6.5	2.9	8.2	0.71	1347	-0.071	-0.15	0.32	0.42
CSc1nnc(CCNC(=O)OC(C)(C)C)o1	i	17	2	757	/	/	-2.9	1421	-4%	/	/	/	/	0.03	1082	1.8	-0.24	1.2	-1.4
CCN(CC)CCN(C(=O)c1ccc(N2C(=O)CCC2=O)cc1)c1nc2cc3c(cc2s1)OCO3	i	42	14	713	i	8	-0.3	1114	-5%	-0.4%	2.0	3.5	7.4	/	/	0.2	-0.21	0.13	-0.42
Cc1ccc2nc(SC(C)C(=O)NC3CCCc4ccccc43)[nH]c2c1 (stereo unspecified)	i	43	1	607	i	14	-0.4	1091	-5%	-0.5%	2.4	2.0	3.4	-0.52	1373	-0.57	-0.25	-0.5	0.85
O=c1c2[nH]c3ccc(F)cc3c2nc2n1CCCS2	i	45	25	734	i	2	0.7	1095	-8%	-7.9%	2.7	3.2	3.8	-0.33	1365	-0.72	-0.38	-0.012	0.4
C/C(=N\O)C1CCCCC1	i	26	-3	744	/	/	0.0	1214	-9%	/	/	/	/	-0.04	989	-0.16	-0.3	-0.012	0.28
CC(C)Oc1cccc(C(=O)NC(=S)Nc2cccc(NC(=O)c3ccccc3Cl)c2)c1	i	43	-22	643	i	6	0.9	1165	7%	-0.9%	3.5	2.2	12	-0.65	1198	-0.63	-0.23	-0.13	-0.01
CCCCOc1ccc(-c2nnn(CC(=O)Nc3ncc(CC(=O)OCC)s3)n2)cc1	i	22	-19	668	i	-6	/	/	3%	/	2.7	1.7	1.8	0.99	1396	-0.57	-0.23	-0.092	0.51
N#Cc1ncc(C(F)(F)F)cc1Sc1ccc(N)cc1	i	42	25	802	i	12	/	/	-2%	-0.7%	0.7	1.1	8.5	0.82	845	1.5	-0.3	0.4	-0.41
Cc1nn(C)c(C)c1S(=O)(=O)N1CCCC(C(=O)NCC2COc3ccccc3O2)C1 (stereo unspecified)	i	64	/	/	i	5	/	/	-3%	0.1%	2.1	2.6	4.0	0.76	1005	-0.6	-0.22	-0.3	0.2
CCOC(=O)Cn1c(C)nc2c(C(=O)OCC)sc(C)c2c1=O	i	46	8	788	i	5	-0.6	1059	-1%	-2.2%	2.2	0.2	19	1.1	1308	-1.3	-0.25	-0.33	0.51
